# Tau ThT inhib = tau fibrillization inhibition (ThT binding); P10636; recombinant tau K18 P301L, heparin-induced fibrillization, ThT fluorescence; Potency, µM (highest dose often 57.4 µM), for inactives: top-dose activity, negative = inhibition, usual class: inhibitors; 270,000 compounds, 2.1% hits; AID 1460; further: nearly all actives have a fitted effect of over 55% in size
# Target sequence (P10636 561-689 P618L limits assumed): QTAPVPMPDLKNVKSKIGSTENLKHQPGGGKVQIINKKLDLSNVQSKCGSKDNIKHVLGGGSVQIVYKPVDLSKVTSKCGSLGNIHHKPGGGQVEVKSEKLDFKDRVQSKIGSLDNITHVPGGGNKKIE
#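 Aggregation was driven by heparin (20 uM final) acting on recombinant tau […] bearing P301L in 100 mM sodium acetate pH 7; fibrils were detected with Thioflavin T.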
# Tau FP inhib = inhibitors of human tau fibril formation | P10636 | K18 P301L tau heparin fibrillization, Alexa594 FP, 6 h | Potency, µM (titrated, usually from 57.7 µM), for inactives: at the top dose activity, negative = inhibition, usual class: inhibitors | 280,000 compounds, 0.39% hits | AID 1468; further: nearly all actives have a fitted effect of over 55% in size
#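 Heparin (20 uM) drove fibril formation of recombinant tau K18 P301L, 15 uM unlabeled with 0.24 uM Alexa 594 label, for 6 hr at 37 C in 100 mM sodium acetate pH 7. Fluorescence polarization (555/632 nm) read 1 hr after 30 uM ThT.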
# Tau fluor counter = counter-screen for tau fibril formation inhibitors; tau K18 P301L Alexa594 fluorescence, heparin fibrillization; Potency, µM (highest dose often 57.7 µM), without a hit: at the top dose activity change, negative = decrease; 280,000 compounds, 0.93% hits; further: nearly all actives have a fitted effect of over 55% in size
#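 Human tau K18 P301L (15 uM unlabeled, 0.24 uM Alexa 594-labeled) in 100 mM sodium acetate pH 7 with 20 uM heparin, 6 hr at 37 C. ThT 30 uM added, 1 hr ambient; Alexa 594 FP and total fluorescence read at 555/632 nm.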
# Numbers without * were called inactive; u = inconclusive; [ ] = dose if it differs, or a comment. The call rests on the fitted dose curve; in most records, active means well fitted curve in the direction sought with a large enough effect; inconclusive means small, poorly fitted or top-dose-only effect, or another doubt; inactive means no such curve, though single readings can be large; an effect the other way counts as inactive or inconclusive. On the % scale 0 is the no-effect control and ±100 the full control effect; potency means the concentration at half of the fitted maximal effect. Not all compounds are listed (hit frequency here may not be typical).
SMILES	Tau ThT inhib	Tau FP inhib	Tau fluor counter
COC(=O)c1ccccc1NC(=O)CCCn1nc(C)c2c(C)n(-c3ccccc3)nc2c1=O	-1%	0%	-9%
CC(C)CN(CC(C)C)S(=O)(=O)c1ccc(C(=O)Nc2sc3c(c2C(N)=O)CCN(C(C)C)C3)cc1	-2%	-5%	u
CCOc1ccc(NC(=O)c2ccc(-c3nc(COc4ccccc4)c(C)o3)cc2)cc1	-8%	-10%	4%
CCn1cc2nc(SCc3cccc(C)c3)n(CCc3ccccc3)c(=O)c2n1	u	4%	-17%
Cc1cccc(Nc2ncnc3onc(-c4ccc(Cl)cc4)c23)c1C	-4%	-6%	-19%
Cc1cc(F)ccc1NC(=O)CS(=O)(=O)c1cccc2nsnc12	5%	-6%	-6%
COc1ccc(CCNC(=O)c2ccc3c(c2)N(Cc2cccc(Cl)c2)C(=O)c2ccccc2S3=O)cc1OC (stereo not drawn)	-5%	-2%	-27%
O=C(CN1C(=O)C2(SCC(=O)N2c2ccc(F)c(F)c2)c2ccccc21)Nc1cccc(Cl)c1 (stereo not drawn)	8%	u	u
O=C(OCc1cc(=O)n2nc(-c3cccs3)sc2n1)c1ccc(Cl)cc1	u	2%	1%
CC1CCN(S(=O)(=O)c2cc(C(=O)Nc3ccc(Br)cc3F)n(C)c2)CC1	11%	-1%	1%
CC(C)C(=O)NCC(c1ccc2c(c1)OCO2)N1CCN(c2ccccc2F)CC1 (stereo not drawn)	-1%	-10%	-9%
Cc1cccc(Cn2c(CN3CCC(C(=O)NC(C)C)CC3)cc3ccccc32)c1	2%	4%	-1%
COCCNC(=O)C1CCCN(S(=O)(=O)c2ccc3c(ccn3C)c2)C1 (stereo not drawn)	6%	-1%	5%
Cc1cn(C)c(CC(=O)Nc2cccc(C#N)c2)c1C(=O)O	-8%	-5%	-12%
CCOC(=O)c1noc2ncnc(Nc3cccc(OC)c3)c12	-3%	-7%	-5%
COc1ccccc1C(=O)Nc1c(C(=O)N2CCN(c3ccccc3F)CC2)oc2ccccc12	-5%	-14%	-20%
COc1cccc(C(=O)Nc2nc(-c3nnn(-c4cccc(Cl)c4C)c3C)ns2)c1	5%	-6%	-14%
CCCCN(C)c1ncnc2c1cnn2-c1cccc(Cl)c1	u	-5%	-15%
Cc1oc2ncn(C)c(=O)c2c1C(=O)NCCCN1CCCCC1C (stereo not drawn)	-4%	-7%	-6%
Cc1nnc(NC(=O)CSc2nccn2-c2ccc(Cl)cc2)s1	4%	2%	3%
Cc1cc(SCC(=O)Nc2ccc(C(F)(F)F)cc2)nc(=O)[nH]1	-2%	-1%	4%
Cc1cc(C)c(S(=O)(=O)n2cnc(C)c2)c(C)c1	0%	2%	-1%
COc1ccc(-c2nc(C)c(CCNC(=O)c3ccc(F)c(F)c3)s2)cc1	u	u	u
O=C(CN1C=NS(=O)(=O)c2ccccc21)Nc1ccccc1F	-5%	2%	-11%
CCOC(=O)c1cc(-c2ccccc2)n(-c2cccc(C(=O)Nc3cc(OC)cc(OC)c3)c2)c1C	3%	u	-21%
COc1cc2ncc3c(-c4ccccc4)nn(CC(=O)NC4CCCCC4)c3c2cc1OC	u	-12%	-9%
COc1ccc(NC(=O)C2=C(C)C(=O)OC23CCN(C(C)C)CC3)cc1Cl	-1%	-8%	-7%
CC(C)c1ccc(NC(=O)CN2C(=O)COc3ccc(S(=O)(=O)Nc4ccccc4)cc32)cc1	8%	u	u
CC1N=C2c3ccccc3N=C(SCC(=O)NCCc3ccc(Cl)cc3)N2C1=O (stereo not drawn)	6%	7%	5%
Cc1cccc2sc(N(Cc3cccnc3)C(=O)CCOc3ccccc3)nc12	-13%	-1%	1%

# An excerpt from above, limited to Tau fluor counter and Tau ThT inhib:
Structure,Tau fluor counter,Tau ThT inhib
Cc1oc2ncn(C)c(=O)c2c1C(=O)NCCCN1CCCCC1C (stereo not drawn),-6%,-4%
Cc1nnc(NC(=O)CSc2nccn2-c2ccc(Cl)cc2)s1,3%,4%
Cc1cc(SCC(=O)Nc2ccc(C(F)(F)F)cc2)nc(=O)[nH]1,4%,-2%
Cc1cc(C)c(S(=O)(=O)n2cnc(C)c2)c(C)c1,-1%,0%
COc1ccc(-c2nc(C)c(CCNC(=O)c3ccc(F)c(F)c3)s2)cc1,u,u

# 4 of these compounds in a different format.
# The line under a structure holds: Tau ThT inhib | Tau FP inhib | Tau fluor counter
- CC(C)C(=O)NCC(c1ccc2c(c1)OCO2)N1CCN(c2ccccc2F)CC1 (stereo not drawn)
    -1% | -10% | -9%
- Cc1nnc(NC(=O)CSc2nccn2-c2ccc(Cl)cc2)s1
    4% | 2% | 3%
- COc1cc2ncc3c(-c4ccccc4)nn(CC(=O)NC4CCCCC4)c3c2cc1OC
    u | -12% | -9%
- O=C(CN1C=NS(=O)(=O)c2ccccc21)Nc1ccccc1F
    -5% | 2% | -11%

# Further records.
SMILES	Tau ThT inhib	Tau FP inhib	Tau fluor counter
Cc1ccccc1CSc1ncc(CO)n1Cc1ccc(F)cc1	-6%	-1%	-14%
Cc1ccc2nc(N(Cc3cccnc3)C(=O)CCS(=O)(=O)c3ccccc3)sc2c1	-14%	4%	-6%
COc1ccccc1NC(=O)c1ncoc1-c1ccco1	3%	-7%	-5%
COc1cccc(C2C(=O)N(C3CCCCC3)CC(=O)N2CCc2ccc(OC)c(OC)c2)c1 (stereo not drawn)	10%	3%	1%
Cc1cccc2c(=O)cc(CSc3ccccc3NC(=O)c3cccc(Br)c3)[nH]c12	5%	-1%	-19%
CC1CCc2onc(C(=O)N3CCN(c4ccc(F)cc4)CC3)c2C1 (stereo not drawn)	-3%	3%	1%
COc1cc(NC(=O)CC2C(=O)N(c3cccc(C)c3)C(=O)N2Cc2ccco2)cc(OC)c1 (stereo not drawn)	-6%	-1%	-28%
CCCc1nn2c(=O)cc(COC(=O)c3ccc4c(c3)OCO4)nc2s1	u	-11%	-20%
O=S(=O)(c1ccc2nc(Nc3cccc(F)c3)ccc2c1)N1CCCC1	u	u	u
COc1cccc(CNC(=O)c2ccc(-c3nc(COc4ccccc4)c(C)o3)cc2)c1	-15%	-2%	-26%
CCOc1cc2[nH]c(=O)n(CCCC(=O)N3CCN(c4ccc(OC)cc4)CC3)c(=O)c2cc1OCC	u	-3%	-24%
CCOC(=O)C1CCN(C(=O)c2cnn(-c3ccc(F)cc3)c2-n2cccc2)CC1	-2%	1%	-2%
COc1ccccc1NC(=O)Cn1c(=O)c(CNc2ccc(C)cc2)cc2cc3c(cc21)OCCO3	-15%	u	u
O=C(COc1ccc(Cl)cc1)NCC(c1ccco1)S(=O)(=O)c1ccccc1 (stereo not drawn)	-21%	-6%	-22%
Cc1ccc(-n2ncc3c(N4CCCCC4)ncnc32)cc1	u	-3%	-22%
CCC(Sc1nc2n[nH]c(C)c2c(=N)n1-c1ccccc1Cl)C(=O)N(CC)CC (stereo not drawn)	-10%	u	-9%
CC(=O)c1cccc(NC(=O)CSc2nnc3ccc(-c4ccc(Cl)cc4)nn23)c1	-8%	u	-8%
CCOc1ccc(NC(=O)CN2CCN(Cc3ccccc3)S2(=O)=O)cc1	-2%	5%	-7%
CC(C)c1ccc(NC(c2nnc(-c3ccccc3)o2)c2ccc(F)cc2Cl)cc1 (stereo not drawn)	-5%	2%	-15%
CCOC(=O)c1sc2ccccc2c1S(=O)(=O)N1CCN(c2cc(C)ccc2C)CC1	-10%	-13%	-13%
CCOC(=O)c1c(C)[nH]c(CCC(=O)Nc2cc(Cl)ccc2OC)c1C	u	1%	u
CCOC(=O)c1c(C)[nH]c(C)c1S(=O)(=O)N1CCCC(C(=O)N2CCN(c3cc(C)ccc3C)CC2)C1 (stereo not drawn)	-17%	-1%	-27%
Cc1ccccc1Cn1c(Oc2ccccc2F)nc2c1c(=O)n(C)c(=O)n2C	4%	-2%	-8%
COc1ccccc1NC(=O)CSc1nc(-c2ccccc2F)nc2cc(=O)[nH]n12	-15%	-4%	-8%
CCc1ccc(CNC(=O)c2ccc(NC(=O)N3CCCCc4ccccc43)cc2)cc1	-3%	6%	-3%
CCOCCc1nn2c(=O)cc(COC(=O)C3CCCCC3)nc2s1	-6%	7%	0%
COc1ccc(NC(=O)CN2C(=O)COc3ccc(S(=O)(=O)Nc4ccccc4)cc32)cc1	4%	-4%	u
COc1ccccc1CNC(=O)C(C)n1ccc2cc(S(=O)(=O)N3CCCC3)ccc21 (stereo not drawn)	1%	0%	-15%
Cc1c(-c2nnc(SCC(=O)Nc3ccccc3F)o2)nnn1-c1ccc(F)cc1	u	9%	-5%
COc1ccc(-c2csc3ncnc(Nc4cccc(F)c4)c23)cc1	-11%	-9%	-22%
CCc1cccc(C)c1NC(=O)c1nc2ccccc2nc1N1CCCCC1	-13%	-1%	-13%
Cc1ccc(Cl)cc1N1CCN(C(=O)CN2C(=O)CSc3c2c(C)nn3-c2ccccc2)CC1	-10%	8%	-1%
CCc1ccccc1NC(=O)CSc1ncc(S(=O)(=O)c2ccc(C(C)C)cc2)c(N)n1	-6%	0%	-26%
Cc1oc(-c2ccc(C(=O)NCCC(C)C)cc2)nc1CS(=O)(=O)c1ccccc1	9%	2%	-4%
CCOC(=O)c1ccccc1NC(=O)Cn1c(=O)n(Cc2nc(-c3ccccc3)no2)c(=O)c2ccccc21	1%	u	-20%
Cc1ccc(-c2nc(SCCOc3ccccc3C)n3[nH]c(=O)cc3n2)cc1	-8%	-4%	-5%
Cc1cccn2c(=O)c(C(=O)NCc3cccc(F)c3)cnc12	9%	9%	12%
CC1Cc2cc(S(=O)(=O)CCC(=O)Nc3cccc(F)c3)ccc2N1C(=O)C1CC1 (stereo not drawn)	1%	0%	-9%
Cc1ccc(C)c(NC(=O)CSc2nnc(NC(=O)Nc3ccccc3)s2)c1	3%	u	-8%
CCOc1ccc(-n2cc(-c3ccccc3)c3c(NCc4ccc(F)cc4)ncnc32)cc1	-10%	1%	-8%
Cc1cccc(NC(=O)c2cc(CN3CCOCC3)on2)c1C	-3%	-5%	4%
CCC(=O)N1CCc2cc(CNS(=O)(=O)c3ccc(Br)s3)ccc21	-8%	2%	-6%
Cc1ccc(CN2C(=O)c3ccccc3Sc3ccc(C(=O)N4CCOCC4)cc32)cc1	3%	4%	-3%
COc1cc(OC)c(NC(=O)N2CC=C(c3c[nH]c4ccccc34)CC2)cc1Cl	u	u	7.9µM*[quencher]
CCOc1ccc(NC(=O)c2c(NCc3cc(OC)c(OC)cc3OC)sc3c2CCCC3)cc1	u	4%	u
CCOc1ccc2nc(N3CCN(C(=O)c4ccc5c(c4)CCCC5)CC3)sc2c1	u	-6%	-4%
Cc1ccc(S(=O)(=O)n2nc(C)c(S(=O)(=O)N3CCC(C)CC3)c2C)cc1	11%	-2%	11%
Cc1ccc(C(=O)NCC(c2ccco2)S(=O)(=O)c2ccccc2)cc1C (stereo not drawn)	1%	-1%	0%
Cc1ccc(S(=O)(=O)N2CCC(N3CCN(Cc4ccccc4)C(=O)C3=O)CC2)cc1C	-2%	4%	-7%
O=S(=O)(NCCc1ccccc1)c1ccc(N2CCCCS2(=O)=O)cc1	7%	u	1%
CCN(CC)CCNC(=O)c1ccc2c(=O)n3nc(Nc4ccccc4)sc3nc2c1	u	2%	-1%
CC1CCc2nc3ncn(Cc4ccccc4C#N)c(=O)c3cc2C1 (stereo not drawn)	2%	0%	-1%
CCOc1ccccc1CNC(=O)c1ccc2nc(Cc3ccc(OC)cc3)oc2c1	-14%	-2%	-17%
Cc1ccc(C(=O)NCC(c2ccc3c(c2)OCO3)N2CCN(c3ccc(F)cc3)CC2)cc1 (stereo not drawn)	u	14%	-30%
Cc1ccc(NC(=O)CN2C(=O)CC(c3ccc(C)c(C)c3)=Nc3ccccc32)cc1	-5%	u	-25%
O=C(C1CCC(Cn2c(=O)c3sccc3n(Cc3ccccc3)c2=O)CC1)N1CCCCC1 (stereo not drawn)	-2%	10%	1%
Cc1ccc(CNC(=O)C2CCN(c3nc4ccc(C)cc4[nH]3)CC2)cc1	-2%	5%	-8%
COc1ccccc1CCNC(=O)C1(c2cccs2)CCOCC1	-10%	-4%	-9%
CCOc1ccc(-n2ccnc2SCC(=O)Nc2nc3ccc(C)cc3s2)cc1	2%	-7%	-2%
COc1ccc(OC)c(Nc2nc(-c3ccc(C)cc3)nc3ccccc23)c1	1%	-13%	u
Cc1cccc(NC(=O)Cn2nc(C)c3nn(-c4ccc(Cl)cc4)c(C)c3c2=O)c1C	-1%	5%	1%
Cc1oc(-c2ccc(C(=O)NCc3ccccc3F)cc2)nc1COc1ccccc1	-6%	-2%	-13%

# Compound activity (PubChem)
